# GALR2 antag: GALR2 antagonists in receptor-expressing cells, primary screen; Galanin receptor type 2 (Homo sapiens), O43603; antagonist mode; inhibition, % at 4 µM; 140,000 compounds, 0.39% hits; in the data active means inhibition above about 27%;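 further: cells stimulated with galanin 1-16 at roughly its EC80; 0% = agonist challenge control and 100% = basal control without agonist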
# Target sequence (O43603 whole entry, looked up): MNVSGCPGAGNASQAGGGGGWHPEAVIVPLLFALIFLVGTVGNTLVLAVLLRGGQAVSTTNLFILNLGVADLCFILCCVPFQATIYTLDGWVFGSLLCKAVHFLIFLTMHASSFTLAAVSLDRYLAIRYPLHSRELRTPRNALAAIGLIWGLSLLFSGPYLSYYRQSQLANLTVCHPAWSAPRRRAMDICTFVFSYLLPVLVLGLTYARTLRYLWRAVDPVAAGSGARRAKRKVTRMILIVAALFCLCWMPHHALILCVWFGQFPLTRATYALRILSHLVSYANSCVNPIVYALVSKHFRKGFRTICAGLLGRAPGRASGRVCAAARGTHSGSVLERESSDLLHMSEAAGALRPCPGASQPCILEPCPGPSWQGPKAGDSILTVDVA
# E-sel TNF inh: E-selectin induction blockers in HUVEC – imaging, immunofluorescence, high content, primary screen. inhibition, % at 2 µM. HUVEC TNFa-induced E-selectin immunofluorescence. 120,000 compounds, 0.71% hits;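 active means inhibition above the batch mean plus 3 SD, and confirmed as a hit on visual image review, cut at about 43% in these data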;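 further: 0% = TNF-stimulated DMSO wells and 100% = unstimulated control wells; not every result past the cut was called active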
# MRP1 act: H69AR viability gain despite doxorubicin, primary screen, MRP-1 activator project, H69AR cells, CellTiter-Glo; viability rescue; viability increase, % at 10 µM; 140,000 compounds, 0.61% hits;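 active means viability gain under doxorubicin at or above a set limit, the compound median plus 3 SD, cut at about 4.7% in these data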;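 further: MRP-1 overexpressing cells given doxorubicin 25 µM after compound pretreatment; 18-22 h compound pretreatment then 72 h with doxorubicin before readout; 0% = doxorubicin-only wells and 100% = vehicle-treated cells without doxorubicin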
# PTEN del growth: growth suppression of PTEN-null HCT116, primary screen, cell-based, CellTiter-Glo | 140,000 compounds, 1.2% hits | viability, % at 10 µM | AID 827, 2007 | HCT116 PTEN-null viability, 60 h; hits give low values;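 active means viability at or below a set limit, 4 SD under the median of all tested compounds, cut at about 3.7% in these data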;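 further: PTEN knockout HCT116 line with beta catenin targeted HCT116 as companion control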
# Phagocyt inh: inhibitors of macrophage phagocytosis, primary screen, imaging, J774A.1 cells, IgG beads | inhibition, % at 5 µM | J774A.1 macrophage IgG-bead phagocytosis | 110,000 compounds, 0.07% hits;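 active means inhibition above the mean of the plate negative controls plus 5 SD, cut at about 13% in these data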;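 further: phagocytic index as fraction of beads internalized from green versus red external bead signal; plate controls were DMSO negative control for no effect and cytochalasin-D positive control for full effect; some results beyond the cut were filed as inactive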
# HCT116 bCat-KO: primary screen for growth suppressors in beta-catenin knockout HCT116 cells (colon tumor, human); HCT116 beta-catenin knockout viability, CellTiter-Glo, 60 h; hits give low values; viability, % at 10 µM; 140,000 compounds, 1.5% hits;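 active means viability at or under a set limit, the compound median less 4 SD, cut at about 6% in these data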;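 further: 0% = Hyamine 1622 control at 20 µM and 100% = untreated cell control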
# BB579 growth dn: growth inhibitors of yeast BB579 in restrictive medium, primary screen, yeast lifespan-shortening project, S. cerevisiae; 140,000 compounds, 0.51% hits; AID 804, 2007; inhibition, % at 10 µM; OD615, 48 h;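 active means inhibition above a set limit, 3 SD over the mean compound inhibition, cut at about 44% in these data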; further: inactives centre near -24
#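 Assay system – yeast BB579 (DeaD) · Dosing – single compound dose of 10 µM, 0.25% DMSO final · Detection – OD615 turbidity measurement · Buffer or medium – CSMM-D restrictive synthetic medium containing dextrose (glucose) · Benchmarks – positive control amphotericin B 10 µg/mL · Incubation – 48 h exposure, 30 °C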
# Yeast lifespan up: compounds extending yeast replicative lifespan, primary screen, S. cerevisiae, OD615; S. cerevisiae growth with nicotinamide; deaD strain in restrictive glucose medium; inhibition of the nicotinamide effect, % at 10 µM; 130,000 compounds, 0.68% hits; AID 775, 2007;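 active means inhibition above a set limit, placed 3 SD over the median of all compounds, cut at about 26% in these data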;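 further: 0% = nicotinamide-treated wells and 100% = cells grown without nicotinamide; some compounds called inactive have numbers as strong as hits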
#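 Test system: DeaD-strain S. cerevisiae / Buffer or medium: restrictive glucose medium / Also added: nicotinamide 1.5 mM / Doses: one concentration, 10 µM, DMSO 0.25% / Schedule: 48 h at 30 °C / Signal: OD615 measurement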
# NPY-Y2 antag: NPY-Y2 receptor antagonists, primary screen, cell-based; NPY-Y2 expressing cells, antagonist mode; inhibition, % at 2.7 µM; 140,000 compounds, 0.99% hits; AID 793, 2007; in the data active means inhibition above about 17%;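 further: 0% = vehicle with agonist challenge and 100% = reference antagonist with challenge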
# Target sequence (P49146 whole entry, looked up): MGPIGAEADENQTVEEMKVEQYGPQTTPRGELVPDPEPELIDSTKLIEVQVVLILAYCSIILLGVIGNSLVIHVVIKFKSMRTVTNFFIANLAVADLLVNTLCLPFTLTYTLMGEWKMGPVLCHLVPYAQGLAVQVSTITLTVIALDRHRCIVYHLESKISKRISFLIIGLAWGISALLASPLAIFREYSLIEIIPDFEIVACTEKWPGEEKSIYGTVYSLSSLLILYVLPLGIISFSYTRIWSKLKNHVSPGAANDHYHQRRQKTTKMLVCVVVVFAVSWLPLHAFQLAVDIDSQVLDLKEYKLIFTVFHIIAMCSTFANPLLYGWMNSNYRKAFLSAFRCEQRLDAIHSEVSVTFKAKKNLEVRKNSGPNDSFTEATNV
# Measles CPE: compounds protecting cells from measles virus cytopathic effect, primary screen, measles RdRp inhibitor project, single point, MLSMR library, absorbance; Measles virus-infected cells, CPE protection; protection (pct of control), % at 4 µM; 140,000 compounds, 1.5% hits; AID 841, 2007; in the data active means protection mostly above about 24%, no sharp cut-off; inactive means mostly below about 26%; further: some compounds called inactive have numbers as strong as hits
# * marks the source's active call; other numbers are inactive results; · = no result given.
SMILES,GALR2 antag,E-sel TNF inh,MRP1 act,PTEN del growth,Phagocyt inh,HCT116 bCat-KO,BB579 growth dn,Yeast lifespan up,NPY-Y2 antag,Measles CPE
Cc1ccc(N2C(N)=C(C#N)C(c3cccnc3)C3=C2CC(C)(C)CC3=O)cc1 (configuration not stated),10,24,-4.6,91,-1,87,-33,-4,3,5
CCOc1cc(C2C(C(=O)N3CCOCC3)=C(C)NC3=C2C(=O)CCC3)ccc1O (configuration not stated),16,-2,-0.3,100,0,102,-32,-6,0,14
Cc1c(N2C(=O)/C(=C\c3cccc4ccccc34)SC2=S)c(=O)n(-c2ccccc2)n1C,7,3,-0.6,101,0,90,-41,-6,4,29
COc1ccc(C2=Nc3ccc(Br)cc3C(c3ccccc3)N2CC(=O)NN)cc1 (configuration not stated),-3,3,4.8*,88,-8,84,-30,3,7,5
CS(=O)(=O)NN1C(=O)c2ccccc2NC1c1cc2ccccc2nc1Cl (configuration not stated),5,·,0.7,92,-10,82,-36,1,0,26
CCC1CCCCN1CCCNC(=O)CNC(=O)Cn1ccc2ccccc2c1=O (configuration not stated),12,·,-2.4,89,-1,97,14,-8,-1,20
O=C(Nc1ccccc1)c1cc2c(=O)c3ccccc3oc2nc1C(F)(F)F,-12,-9,0.0,98,0,103,-38,-14,0,8
CCN(CC)S(=O)(=O)c1cccc(-c2nnc(SC(C)C(N)=O)n2CCc2ccccc2)c1 (configuration not stated),-2,-19,-1.8,93,-1,87,-6,-3,4,5
CCC(C)(C(=O)NC1CCCCC1)N(Cc1ccco1)C(=O)CC1NC(=O)NC1=O (configuration not stated),11,-85,-3.1,94,-3,87,-13,2,2,8
CN=C(Nc1ccccc1)SC1CC(=O)N(c2ccc(C(=O)OC)cc2)C1=O (configuration not stated),0,-32,-0.4,78,0,100,-41,-13,2,16
NC(=O)C1CCN(S(=O)(=O)c2cccc(C(=O)O)c2)CC1,-5,-24,-0.3,109,·,108,-78,-9,1,15
COC(=O)CC1NCCNC1=O (configuration not stated),-4,18,-0.4,103,-1,100,-4,-3,4,14
COc1ccccc1CNC(=O)C1CCN(S(=O)(=O)c2ccc3c(c2)OCCCO3)CC1,-7,·,1.2,101,-2,93,-21,-2,3,21
O=C(NC1CCS(=O)(=O)C1)c1cn(-c2ccccc2)nc1-c1ccccc1 (configuration not stated),4,·,-1.9,95,0,103,-23,-8,-1,16
Cc1oc(C)c2c(=O)ccc3c(c12)OC(N)=C(C#N)C3c1ccc(F)cc1 (configuration not stated),-1,-18,2.6,97,0,115,19,-13,-1,12
Cc1nc2ccccn2c1C(=O)NNC(=S)Nc1ccc(Cl)cc1,5,-14,0.8,87,-2,90,-41,-4,3,6
COc1cccc(N=Cc2ccc(O)cc2O)c1,4,-20,-0.5,87,-1,93,-30,-8,2,35*
Cc1ccccc1NC(=O)c1c(C)nn(-c2ccccc2)c1Cl,-2,20,-1.2,85,·,85,2,-3,4,15
O=C(NC(=S)Nc1ccccc1)c1cc(-c2ccccc2)nc2ccccc12,0,-15,-1.3,79,·,81,-31,-8,11,9
COc1ccc2sc3c(=O)[nH]c4ccccc4c3c2c1,7,-43,-4.6,29,·,31,-45,-21,1,2
CC(=O)Oc1c(S(=O)(=O)c2ccc(C)cc2)c(C)nn1C(C)(C)C,-5,10,1.1,100,·,104,-30,19,3,7
Cn1c(=O)c(C(=O)NC2CCCCCCC2)c(O)c2ccccc21,4,-3,2.3,52,2,66,-8,-18,3,1
O=C(Nc1ccccc1)c1cc(Cl)nc2ccccc12,4,-3,-2.8,91,-13,85,-25,-6,8,10
CN1CCN(S(=O)(=O)c2ccc(Br)c3nsnc23)CC1,-2,14,-3.8,78,-1,77,-20,-9,2,8
CC1=C(C(=O)OC2CCCCC2)C(c2cccnc2)n2nnnc2N1 (configuration not stated),0,-7,0.0,89,0,83,-54,5,-1,7
C=C(C)Cn1c(SCC(=O)N/N=C/c2c(O)ccc3ccccc23)nc2ccccc2c1=O,-5,·,-1.4,5,8,28,-32,2,14,10
CCN(CC)N=Nc1ccc(C(=O)O)cc1,0,·,-0.5,93,-3,94,-21,-2,0,5
N#CNC(N)=Nc1cccc(Cl)c1,9,-28,-1.5,89,-1,91,-35,-4,1,1
COc1ccc(-c2noc(CN3CCOCC3)n2)cc1OC,2,-11,-3.0,92,3,88,-6,-22,2,33
NCCCC[C@@H]1NC(=O)c2cc([N+](=O)[O-])cc(I)c2SC[C@@H](C(N)=O)NC(=O)[C@H](CCC(N)=O)NC1=O,10,-4,-0.2,99,·,92,-36,0,-2,11
COCCN(CCOC)c1nc(S(=O)(=O)c2ccc(C)cc2)c(Cl)s1,4,3,0.5,90,2,81,-39,-11,2,28*
COc1ccc(Cc2c[nH]c(=O)[nH]c2=O)cc1,-5,·,-0.1,92,0,87,6,-6,4,5
COCCOC(=O)C(C#N)c1nc2ccccc2nc1N1CCN(Cc2ccccc2)CC1 (configuration not stated),-5,-71,-1.5,76,-2,76,-8,-1,7,2
C=CCSc1nc2c(sc3nc(C)cc(C)c32)c(=O)[nH]1,1,-8,-1.9,102,·,107,-57,-16,0,16
COC(=O)c1ccc(C(=O)OC)c(NC(=O)COC(=O)c2ccccc2OC)c1,1,·,-2.4,98,-4,90,-20,-2,6,13
Cc1cc(C)c(S(=O)(=O)Nc2cc(SCC(=O)O)c(O)c3ccccc23)cc1C,15,·,-4.9,12,-2,6,-10,1,3,14
O=C(CSCc1cnn(-c2ccccc2)c1-n1cccc1)N1CCN(Cc2ccccc2)CC1,13,0,-0.2,83,-1,94,-25,-4,14,4
COc1ccc(CN(C(=O)CNC(=O)c2ccco2)C(C(=O)NC2CCCC2)c2ccco2)cc1 (configuration not stated),-5,10,-1.8,96,·,92,-96,-13,5,13
COc1ccc(C2C(C(=O)c3sc(C)nc3C)=C(O)C(=O)N2CCN2CCOCC2)cc1 (configuration not stated),-2,26,-1.5,95,·,96,-30,·,0,8
Cc1ccc(NC2=Nc3ccccc3CC2)cc1,5,-13,0.8,101,·,99,-18,-5,6,3

# Shown as a hit in Measles CPE, of those listed so far:
SMILES	GALR2 antag	E-sel TNF inh	Phagocyt inh	Yeast lifespan up	NPY-Y2 antag	Measles CPE
COc1cccc(N=Cc2ccc(O)cc2O)c1	4	-20	-1	-8	2	35*
COCCN(CCOC)c1nc(S(=O)(=O)c2ccc(C)cc2)c(Cl)s1	4	3	2	-11	2	28*

# (list continues)
SMILES,GALR2 antag,E-sel TNF inh,MRP1 act,PTEN del growth,Phagocyt inh,HCT116 bCat-KO,BB579 growth dn,Yeast lifespan up,NPY-Y2 antag,Measles CPE
Cc1ccc2c(CC(=O)OCn3nnc4ccccc4c3=O)coc2c1,2,·,-1.0,101,·,115,-42,1,9,15
CC(C)c1nc2oc3c(NCC4CCCO4)ncnc3c2c2c1CCC2 (configuration not stated),-2,·,-4.5,77,0,80,-27,15,1,3
O=C(Nc1cccnc1)c1cc2c(ccc3ccccc32)o1,13,-3,0.3,85,-1,96,-43,-15,1,18
COc1ccc(NC(=O)CSc2nc3nc(-c4cccs4)cc(C(F)(F)F)c3c(=O)[nH]2)c(OC)c1,6,·,-0.6,96,·,98,-31,-2,4,8
NNC(=O)Cc1cn(-c2ncc(C(F)(F)F)cc2Cl)c2ccccc12,-7,-9,0.3,82,0,92,-9,-11,-1,3
CCc1nnc(NC(=O)CSc2nnc(CNc3cccc(C)c3)n2-c2ccccc2)s1,-6,-9,-0.7,98,0,90,-13,-7,4,6
O=C(CCNC(=O)c1ccc(Cl)cc1)Nc1ccc(Cl)cc1F,-2,·,1.1,97,-4,93,-2,4,2,18
COc1ccc2c(c1)cc1n2CCN2CCCN=C12,-8,·,-1.5,97,-1,110,15,-11,6,7
CC1CC(C)CN(CC(=O)Nc2ccc3c(c2)OCCO3)C1 (configuration not stated),8,-4,-2.0,95,·,84,-41,-23,4,43
COc1ccc(-c2noc(COc3ccc4c(c3)OCO4)n2)cc1,7,5,-0.7,104,2,93,-26,-8,16,16
CC(C)(C)c1cccc(/C=N/O)c1O,4,·,0.9,·,0,83,-61,-16,2,5
Cc1cc(/C=N/NC(N)=S)c(C)n1-c1ccc(Cl)c(Cl)c1,-2,·,-4.4,25,-6,34,-4,1,10,13
COC(=O)C1CC(=O)c2sccc2C1 (configuration not stated),-2,·,1.5,114,3,100,-27,5,-1,6
COc1ccc(NC(=O)CSc2nc3ccccc3cc2Cc2ccccc2)cc1,3,1,-0.4,89,·,92,-64,3,6,25
O=C(O)C(Cc1ccccc1)N1Cc2ccccc2C1=O (configuration not stated),-3,4,-1.2,95,-1,95,-5,-2,1,6
Cc1ccc(S(=O)(=O)N2CCN(C)CC2)cc1[N+](=O)[O-],-1,-3,-1.9,101,-5,102,-39,-1,1,6
O=S(=O)(NCCSc1nnnn1-c1ccccc1)c1cccs1,3,1,-0.4,89,0,95,-6,-1,1,3
O=C(COc1ccc(Cl)cc1)NCc1nnc(SCC(=O)NC2CCCCC2)o1,-2,·,1.2,99,1,93,-31,1,-3,9
Cc1cc(C)nc(N2CCCC(C(=O)NCc3cccc(C(F)(F)F)c3)C2)n1 (configuration not stated),6,·,-1.7,31,0,34,-4,-8,0,5
CCn1c(COc2c(C)cccc2C)nnc1SCC(=O)N1CCN(c2ccccc2)CC1,-12,-19,-0.6,25,-1,24,-12,-14,6,·
Cn1nc(C(=O)Nc2cccnc2)c2ccccc2c1=O,-8,-1,-0.5,92,-2,92,-18,-20,1,14
CCCCSc1nc2c(c(=O)[nH]1)CCC2,0,-9,-2.6,96,0,105,-7,-23,-1,8
C/C(=N\NC(=O)c1ccc(Br)cc1)c1ccccc1,1,12,0.1,93,·,85,20,-8,2,9
O=C(Oc1ccc(N2C(=O)CCC2=O)cc1)c1ccccc1,-12,17,2.9,92,·,89,3,·,2,3
COc1ccc2[nH]c3c(c2c1)CCn1c-3nc2ccccc2c1=O,11,-10,-2.3,89,-3,96,-11,-4,2,13
CC1c2nc3ccccc3n2C(CC(=O)NCc2ccccn2)C(=O)N1Cc1ccccc1 (configuration not stated),-1,-2,-0.9,106,0,103,-17,-9,3,16
Cc1nn(Cc2ccc(Cl)cc2)c(=O)n1N(C)c1ncc(C(F)(F)F)cc1Cl,-3,-1,3.3,71,0,81,-29,-5,2,11
N/C(=N\OC(=O)COc1ccccc1Cl)c1ccc(Cl)cc1,2,·,1.5,98,·,95,-50,·,18*,2
